# TbPYK inhibitor: T. brucei pyruvate kinase inhibition; Q57TT1; TbPYK enzyme, Kinase-Glo Plus ATP luminescence, 45 min; Potency, µM (highest dose often 76.8 µM), for the others: top-dose activity, negative = inhibition, hits mostly inhibitors; hit rate 0.12% among 410,000; note: nearly all actives have a fitted effect of over 50% in size
#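 Assay buffer: 50 mM TEA pH 7.2, 100 mM KCl, 10 mM MgCl2, 0.05% BSA, 0.01% Tween-20. Pyruvate kinase from T. brucei plus substrate met compound, then ADP (130 uM final). Luminescence was read post 45 min RT.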
# Sm TGR inh: S. mansoni TGR enzyme inhibition; purified TGR, DTNB reduction, TNB absorbance 405 nm; Potency, µM (highest dose often 114 µM), for the others: at the top dose activity change, negative = inhibition, actives largely listed as inhibitors; hit rate 3% among 360,000; note: nearly all actives have a fitted effect of over 60% in size
#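 Kinetic colorimetric format: TGR-catalysed, NADPH-driven DTNB reduction monitored via TNB absorbance. Enzyme dispensed at 20 nM; compound exposure 15 min at room temperature before reaction start.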
# The depositor's hits bear a star; ? = inconclusive; [ ] = dose if it differs, or a comment. Calls come from the whole dose curve; as a rule, active = well fitted curve in the direction sought with a large enough effect; inconclusive = small, poorly fitted or top-dose-only effect, or another doubt; inactive = no such curve, though single readings can be large; an effect the other way counts as inactive or inconclusive. % is set by controls: 0 for no effect and ±100 for the full control effect; potency is the fitted concentration of half-maximal effect.
# Each structure is followed by: TbPYK inhibitor | Sm TGR inh
- COc1ccc(-c2cn3c(n2)sc2cc(C(=O)NC(C)C45CC6CC(CC(C6)C4)C5)ccc23)cc1 (stereo unspecified)
→ 2.1% | 5.7%
- CCCNC(=O)CSc1c2c(nc3ccc(Cl)cc13)CCCC2
→ -6.8% | 0.9%
- COc1cccc(NC(=O)CCN2CCN(c3ccccc3)CC2)c1
→ -1.0% | -17.6%
- Cc1cccc(N2CCN(C(=O)c3cnc(N4CCCC4)nc3C)CC2)c1C
→ -8.9% | -1.9%
- Cc1ccc(Cl)cc1N1CCN(C(=O)c2ccc3c(c2)N(Cc2ccccc2F)C(=O)c2ccccc2S3=O)CC1 (stereo unspecified)
→ 1.0% | 13.0%
- CCC1CCCCN1C(=O)CCS(=O)(=O)c1cc2c(cc1C)NC(=O)CO2 (stereo unspecified)
→ -9.8% | 4.2%
- CCN1CCN(c2ncnc3c2cnn3-c2ccc(C)c(C)c2)CC1
→ 0.3% | 5.5%
- CCOc1ccccc1CNC(=O)c1ccc2c(c1)sc1nc(-c3ccccc3)cn12
→ -5.3% | 0.5%
- CCOc1ccc(NC(=O)Cn2c(=O)n(-c3ccccc3)c(=O)c3ccc(C(=O)NCc4ccc5c(c4)OCO5)cc32)cc1
→ -0.9% | -0.9%
- CCOC(=O)c1c(-c2ccccc2)csc1NC(=O)c1cc(-c2cccc(Cl)c2)on1
→ -6.9% | -0.9%
- Cc1sc2c(c1C)c(=O)n(CCc1ccccc1)c(=O)n2Cc1ccc(C(C)(C)C)cc1
→ 5.7% | 14.3%
- CCOc1ccc(NC(=O)Cn2c(=O)n(CCCC(=O)NCCc3ccc(Cl)cc3)c(=O)c3ccccc32)cc1
→ 3.1% | -2.9%
- CCOc1ccc(NC(=O)CSc2oc(-c3ccc(C)cc3)nc2S(=O)(=O)c2ccc(C)cc2)cc1
→ 2.2% | -4.2%
- CCOC(=O)c1ccc(N2CCN(c3ccccc3F)CC2)c(NC(=O)Nc2ccc(Cl)c(Cl)c2)c1
→ 1.4% | 6.7%
- CSc1cccc(Nc2cc(C(=O)NC3CCCCC3)c3ccccc3n2)c1
→ -15.3% | 2.2%
- Cc1ccc2cc(CN(C(=O)c3cccc(Cl)c3)c3ccccc3)c(=O)[nH]c2c1
→ 0.9% | -1.0%
- COc1cc(Cl)c(C)cc1NC(=O)c1cnn(-c2ccc(C)cc2)c1-n1cccc1
→ -1.8% | 3.8%
- COc1ccc(-c2nc(Cn3c(SCc4cccc(F)c4)nc4cccnc43)c(C)o2)cc1
→ -3.7% | 0.7%
- COCCCNC(=O)C1CCC(Cn2c(=O)c3sccc3n(Cc3ccc(F)cc3)c2=O)CC1 (stereo unspecified)
→ 2.4% | 3.8%
- Cc1ccc(S(N)(=O)=O)cc1NC(=O)c1c(-c2c(Cl)cccc2Cl)noc1C
→ 5.7% | -2.4%
- Cc1ccc(N2C(=O)N(Cc3cc(=O)n4ccccc4n3)c3ccccc3S2(=O)=O)cc1Cl
→ 1.2% | -5.0%
- CCOC(=O)c1cccc(NC(=O)C2CCCN(c3nnc(C)c4c(C)n(-c5ccccc5)nc34)C2)c1 (stereo unspecified)
→ -0.8% | 5.7%
- COc1ccc(S(=O)(=O)c2cn(C)c3ccc(C)cc3c2=O)cc1
→ 3.4% | 0.9%
- COCCCNC(=O)CCn1c(=O)c2ccccc2n(CC(=O)Nc2c(C)cc(C)cc2C)c1=O
→ 1.4% | -1.6%
- CC(=O)Nc1ccc(-n2c(CCC(=O)O)ccc2-c2ccc(C)cc2)cc1
→ -7.6% | 14.1µM*
- COc1cccc(NC(=O)C(CCSC)NC(=O)C2CCC(C)CC2)c1 (stereo unspecified)
→ -0.8% | 22.7%
- COc1cccc(CNC(=O)c2cc(-c3ccc(Cl)cc3)n[nH]2)c1
→ 0.9% | -14.1%
- CC(=O)c1ccc(NC(=O)C(Cc2ccccc2)NS(=O)(=O)c2ccc3c(c2)CCC(=O)N3)cc1 (stereo unspecified)
→ 4.7% | 7.0%
- COc1cccc(NC(=O)Cn2c(=O)n(-c3ccc(C)cc3)c(=O)c3ccc(C(=O)NCc4ccco4)cc32)c1
→ -4.2% | 1.1%
- O=C(NCCc1ccc(Cl)cc1)C(=O)NCC(c1ccco1)S(=O)(=O)c1cccs1 (stereo unspecified)
→ 1.1% | 39.8µM*

# In another format: four of the compounds above.
> CC(=O)Nc1ccc(-n2c(CCC(=O)O)ccc2-c2ccc(C)cc2)cc1
  TbPYK inhibitor: -7.6% | Sm TGR inh: 14.1µM*
> COc1cccc(NC(=O)C(CCSC)NC(=O)C2CCC(C)CC2)c1 (stereo unspecified)
  TbPYK inhibitor: -0.8% | Sm TGR inh: 22.7%
> COc1cccc(CNC(=O)c2cc(-c3ccc(Cl)cc3)n[nH]2)c1
  TbPYK inhibitor: 0.9% | Sm TGR inh: -14.1%
> CC(=O)c1ccc(NC(=O)C(Cc2ccccc2)NS(=O)(=O)c2ccc3c(c2)CCC(=O)N3)cc1 (stereo unspecified)
  TbPYK inhibitor: 4.7% | Sm TGR inh: 7.0%

# (cont.)
# Each structure is followed by: TbPYK inhibitor | Sm TGR inh
- COc1ccccc1CCNC(=O)Cc1ccc(NC(=O)N2CCSc3ncccc32)cc1
→ -0.8%[15.4 µM] | -0.2%
- COc1ccccc1NC(=O)C1=C(C)Nc2ncnn2C1c1sccc1C (stereo unspecified)
→ -8.1% | 1.7%
- CC(C)c1ccc(OCC(=O)NCC(c2ccc(Cl)cc2)N2CCOCC2)cc1 (stereo unspecified)
→ 1.9% | -5.4%
- CCOc1ccc(C(=O)c2oc3ccccc3c2NC(=O)c2cc(-c3ccc(Cl)cc3)on2)cc1
→ 0.6% | 1.7%
- CC(C)OCCCNC(=O)CCCn1c(=O)[nH]c2ccsc2c1=O
→ 0.1% | -1.0%
- CCOC(=O)c1c(NC(=O)CCCOc2ccc(Cl)cc2)sc2c1CCC2
→ 0.0% | 6.7%
- Cc1cccc(NC(=O)CSC2=Nc3ccccc3C3=NC(CCC(=O)NCc4ccco4)C(=O)N23)c1 (stereo unspecified)
→ 1.3% | -4.8%
- COc1ccc(CNC(=O)CCCCCn2c(=O)[nH]c3ccccc3c2=O)cc1
→ 2.1% | 7.4%
- COc1cc(C(=O)Nc2nonc2-c2ccc(C)c(C)c2)cc(OC)c1OC
→ 1.5% | 2.6%
- CCOC(=O)c1cc(-c2ccc(C)cc2)n(CC(=O)Nc2cc(C)ccc2C)c1C
→ -0.5% | 4.4%
- Cc1oc2ncn(CC(C)C)c(=O)c2c1C(=O)NCCCN1CCCCC1C (stereo unspecified)
→ 2.0% | 8.5%
- CCn1nc(C)c(CCN(C)C(=O)Nc2cc(OC)c(OC)c(OC)c2)c1C
→ -0.3% | -0.1%
- COc1ccc(NC(=O)CCS(=O)(=O)c2cc3c4c(c2)CCN4C(=O)CC3)c(OC)c1
→ -3.8% | 6.4%
- COC(=O)c1c(NC(=O)CCCOc2ccccc2)sc2c1CCC(C)C2 (stereo unspecified)
→ -0.9% | -12.3%
- Nc1nc(N)c(S(=O)(=O)c2ccccc2)c(Nc2ccc(F)cc2)n1
→ -3.1% | 11.9%
- COc1cc(CN(C(=O)c2oc3ccccc3c2C)C2CCS(=O)(=O)C2)cc(OC)c1OC (stereo unspecified)
→ 0.3% | 11.3%
- COc1ccc2oc(=O)c(C(=O)NCCc3c(C)[nH]c4c(Cl)cccc34)cc2c1
→ -1.2% | 0.9%
- CCOC(=O)c1ccccc1NC(=O)CN(c1cc(C(F)(F)F)ccc1Cl)S(C)(=O)=O
→ 1.9% | 15.7%
- Cc1nc2cc(-c3ccc(Cl)cc3)nn2c(C)c1CCC(=O)N1CCN(c2ccccc2)CC1
→ -1.3% | -11.4%
- CCOc1ccc(NC(=O)C(=O)NCCc2csc(-c3ccc(F)cc3)n2)cc1
→ -0.8% | 22.5%
- Cc1cccc(OCCSc2nc3ccccc3n2CC(=O)N2CCCCC2)c1C
→ -1.2% | -10.3%
- COc1ccc(C(=O)Nc2ccc(-c3cc(C(F)(F)F)nn3-c3ccccc3)cc2)cc1OC
→ -1.1% | 10.4%
- Cc1cccc(-c2nc(CCNC(=O)c3ccc(Br)o3)cs2)c1
→ 0.9% | -2.9%
- COc1ccc(NC(=O)c2cnn(-c3ccc(F)cc3F)c2C2CCN(C(=O)OC(C)(C)C)CC2)cc1Cl
→ -3.8%[15.4 µM] | 9.6%
- COc1ccc(-c2ccc(NS(=O)(=O)c3ccc(NC(C)=O)cc3)cc2)nn1
→ -5.4% | -2.2%
- CCOCCCn1c(=N)c(C(=O)NCc2ccccc2)cc2c(=O)n3ccccc3nc21
→ 8.8% | 0.2%
- Cc1ccccc1CNC(=O)c1ccc2c(c1)N(Cc1ccccc1)CCS2
→ -4.5% | 6.4%
- Cc1ccc(-c2c(CN3CCN(c4cccc(C(F)(F)F)c4)CC3)csc2C)cc1
→ 4.7% | 6.1%
- Cc1ccc(CN(Cc2ccco2)c2cnc(S(C)(=O)=O)nc2C(=O)Nc2ccc(Br)cc2)o1
→ -2.3% | -0.7%
- CCn1nnc2cc(C(=O)Nc3cccc(Cl)c3C)ccc21
→ -5.2% | 1.4%
- Cc1ccc(Cl)cc1NC(=O)CC1Sc2ccccc2NC1=O (stereo unspecified)
→ -0.1% | 4.7%
- CCOC(=O)c1cnc2c(C)cc(C)cc2c1Nc1ccc(OCc2ccccc2)cc1
→ 2.7% | 0.5%
- CCOC(=O)Cn1cnc2onc(-c3ccc(F)cc3)c2c1=O
→ 6.8% | -0.3%
- CC(=O)c1cccc(NC(=O)C2CCN(c3nnc(-n4cccc4)s3)CC2)c1
→ 1.1% | -7.5%
- COc1ccc(-c2cn3nc(N4CCC(C(=O)Nc5cccc(Cl)c5)CC4)sc3n2)cc1
→ -11.7% | ?
- CC1=C(c2ccc(F)cc2)S(=O)(=O)N=C1N1CCC(C(=O)NCCc2ccccc2)CC1
→ -6.3% | -8.7%
- CC1CCN(S(=O)(=O)c2ccc3[nH]ccc3c2)CC1
→ 2.5% | 1.6%
- COc1ccc(OC)c(CNC(=O)Cc2ccc(NC(=O)N3CCSc4ncccc43)cc2)c1
→ -2.2%[15.4 µM] | -3.5%
- CCOc1ccc(-n2c(=O)c3c(C)c(C)sc3n(CC(=O)C(C)(C)C)c2=O)cc1
→ -0.6% | -2.0%
- Cc1cc(C)c(NC(=O)CSc2ccc(-c3sc(-c4ccccc4)nc3C)nn2)c(C)c1
→ 2.2% | 13.9%
- COc1ccc(OCC(=O)NCC(c2ccc(Cl)cc2)N2CCCCC2)cc1 (stereo unspecified)
→ 2.7% | 4.5%
- Cc1ccc(NC(=O)Nc2nnc(SCC(=O)N3CCC(C)CC3)s2)cc1
→ -8.8% | 14.5%
- CCOC(=O)c1sc(NC(=O)C2c3ccccc3Oc3ccccc32)c(C(=O)OCC)c1C
→ 1.1% | 3.6%
- CCOc1ccccc1NC(=O)c1sc2nc3n(c(=O)c2c1C)CCCCC3
→ 2.6% | 0.2%
- Cc1ccc(NC(=O)Cn2c(=O)n(CCC(C)C)c(=O)c3cccnc32)cc1C
→ 0.1% | 9.0%
- CCN(c1ccc(OC)cc1)S(=O)(=O)c1nnc(NC(=O)c2ccccc2C)s1
→ 2.5% | -1.4%
- CCc1ccccc1NC(=O)c1sc(-n2nc(C)c(Cc3ccccc3)c2C)nc1C
→ 3.1% | 1.9%
- O=C(NCc1cccc(F)c1)C1=Cc2cc(Br)ccc2OC1
→ 1.6% | 5.8%
- Cc1cc(C)c(NC(=O)C(=O)NCCc2csc(-c3ccc(F)cc3)n2)c(C)c1
→ -6.6% | -2.7%
- CCOC(=O)C1CCN(C(=O)c2ccc(NC(=O)c3nsc4ccccc34)cc2)CC1
→ -4.7% | -2.3%
- CC(C)CCNC(=O)Cn1cc(S(=O)(=O)Cc2ccc(F)cc2)c2ccccc21
→ -21.3%[15.4 µM] | -12.9%
- O=C(NCCCN1CCN(c2ccccc2F)CC1)c1ccc2nc(Cc3ccccc3)oc2c1
→ -3.1% | -0.4%
- O=c1cc(-c2ccccc2)c2ccc3c(c2o1)CN(Cc1cccc(Cl)c1)CO3
→ -8.2% | 6.8%
- CCOc1ccc(CCNC(=O)c2cn(-c3ccc(OC)cc3)c(=O)c3ccccc23)cc1OCC
→ 0.9% | -0.3%
- CCCCN(CC)C(=O)c1cc2c(=O)n3cccc(C)c3nc2n1C
→ -0.8% | -2.2%
- CCn1cc(C(=O)N(C)c2cc(C)ccc2C)c2cc(OC)c(OC)cc2c1=O
→ -6.4% | -3.5%
- CC1CCN(C(=O)c2cnn(-c3ccc(Cl)cc3)c2C2CCN(C(=O)OC(C)(C)C)CC2)CC1
→ -1.5% | -5.3%
- CCn1cc(S(=O)(=O)c2ccccc2)c(=O)c2cc(F)c(N3CCCCCC3)cc21
→ -0.8% | -0.5%
- CCc1ccc(CN(Cc2ccco2)C(=O)c2cc(-c3ccc(Cl)cc3)on2)cc1
→ 2.8% | 1.1%
- COc1cc(OC)cc(-n2c(=O)c3ccccc3n(CC(=O)NCCc3ccc(OC)c(OC)c3)c2=O)c1
→ 3.6% | 5.6%
- Cc1ccsc1CN(C(=O)c1oc2ccccc2c1C)C1CCS(=O)(=O)C1 (stereo unspecified)
→ 1.4% | -1.1%
- Cc1ccc(Cl)cc1NC(=O)Cn1c(=O)n(CCCS(=O)(=O)C2CCCCC2)c(=O)c2ccccc21
→ 6.9% | -5.7%
- CCOC(=O)c1c(C)oc2nc(C)nc(NCCc3ccc(C)cc3)c12
→ -2.1% | -14.9%

# Bioassay records from PubChem.

# Only part of the results is shown. The share of hits here may be higher or lower than overall.
